# Source: PubChem BioAssay (several laboratories)
# CCHF vOTU inh = CCHFV vOTU protease inhibitors, primary screen, biochemical, Pep-AMC substrate, fluorescence; Crimean-Congo hemorrhagic fever virus L polyprotein viral ovarian tumor (vOTU) protease …; inhibition, % at 11.5 µM; hit rate 0.55% among 370,000; in the data active means inhibition above about 30%; further: 0% = vehicle wells with enzyme and 100% = no enzyme wells
# BoNT-F LC inh = BoNT/F light chain protease inhibitors, primary screen, biochemical, flow cytometry, MLPCN library. Botulinum neurotoxin type F light chain protease (Clostridium botulinum). Multiplex microsphere protease cleavage assay. inhibition, % at 10 µM. hit rate 0.22% among 360,000. AID 588497, 2011; in the data active means inhibition above about 35%, passing the limit was not always enough; inconclusive means no clear call, values can overlap the other calls; further: plate controls were buffer without enzyme for full effect and enzyme alone for no effect
# BoNT-A LC inh2 = BoNT/A light chain protease inhibitors, primary screen, biochemical, flow cytometry, MLPCN library | multiplex microsphere protease substrate cleavage | inhibition, % at 10 µM | AID 588499, 2011 | hit rate 0.17% among 360,000 | Botulinum neurotoxin type A light chain protease (Clostridium botulinum A str. ATCC 3502); further: plate controls were buffer without enzyme for full effect and enzyme alone for no effect
# Anthrax LF inh2 = Bacillus anthracis LF protease inhibitors, primary screen, biochemical, multiplex microsphere, MLPCN library. Lethal factor (Bacillus anthracis), P15917. multiplex microsphere protease cleavage assay. hit rate 0.12% among 360,000. inhibition, % at 10 µM; further: plate controls were buffer without enzyme for full effect and enzyme alone for no effect
# MazEF act = activators of E. coli MazEF toxin-antitoxin RNase, primary screen, biochemical, fluorescence, uHTS | FAM/BHQ RNA-DNA oligo cleavage fluorescence, 5 h | activation, % at 20 µM | hit rate 0.32% among 350,000; in the data active means activation above about 50%
# Target sequence (P0AE70 whole entry, looked up): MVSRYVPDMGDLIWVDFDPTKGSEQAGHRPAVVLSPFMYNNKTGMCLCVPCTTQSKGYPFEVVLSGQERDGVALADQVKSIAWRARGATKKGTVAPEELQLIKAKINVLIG
# Rv3671c inh = Rv3671c serine protease inhibitors, primary screen, biochemical, fluorescence polarization, M. tuberculosis H37Rv. P9WHR9. inhibition, % at 5.96 µM. hit rate 0.048% among 320,000. AID 2606, 2010; in the data active means inhibition above about 38%;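 further: extracellular domain of Rv3671c used as enzyme; 0% = enzyme with DMSO and 100% = no enzyme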
# Target sequence (P9WHR9 whole entry, looked up, the tested form may be a part): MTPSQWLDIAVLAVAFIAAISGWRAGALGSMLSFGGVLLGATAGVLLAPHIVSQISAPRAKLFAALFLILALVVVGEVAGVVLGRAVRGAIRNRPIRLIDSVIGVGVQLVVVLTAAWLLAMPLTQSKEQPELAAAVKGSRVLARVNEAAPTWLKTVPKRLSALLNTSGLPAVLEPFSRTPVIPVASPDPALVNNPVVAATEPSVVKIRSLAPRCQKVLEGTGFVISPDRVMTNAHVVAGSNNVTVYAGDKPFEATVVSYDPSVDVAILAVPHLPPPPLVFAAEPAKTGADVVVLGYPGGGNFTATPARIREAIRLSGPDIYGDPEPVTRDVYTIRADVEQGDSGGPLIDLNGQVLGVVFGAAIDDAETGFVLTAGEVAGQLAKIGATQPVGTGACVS
# VHR inh abs = VHR1 phosphatase inhibitors, primary screen, biochemical, absorbance, uHTS | Dual specificity protein phosphatase 3 (Homo sapiens), P51452 | inhibition, % at 13.3 µM | hit rate 0.52% among 290,000 | recombinant VHR phosphatase, pNPP absorbance; in the data active means inhibition above about 50%; further: some compounds called inactive have numbers as strong as hits
# Target sequence (P51452 whole entry, looked up): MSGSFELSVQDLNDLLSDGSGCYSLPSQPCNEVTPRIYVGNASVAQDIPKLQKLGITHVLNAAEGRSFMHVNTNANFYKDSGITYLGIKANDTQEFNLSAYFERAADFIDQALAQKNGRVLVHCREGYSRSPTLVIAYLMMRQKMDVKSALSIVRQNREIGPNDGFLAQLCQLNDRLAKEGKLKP
# PrPC surface inh = inhibitors of human cell surface prion protein PrPC, primary screen, cell-based, TR-FRET. TR-FRET read-out. hit rate 0.43% among 370,000. inhibition, % at 13.8 µM. Major prion protein (Homo sapiens), P04156; in the data active means inhibition above about 24%; further: 0% = median of the test wells and 100% = reference compound wells
# 3CLpro inhibitor = SARS-CoV 3CLpro protease inhibitors, primary screen, biochemical, quenched FRET | recombinant SARS-CoV 3CLpro, quenched FRET peptide cleavage | hit rate 0.14% among 290,000 | inhibition, % at 6 µM; in the data active means inhibition above about 12%
# PriA SSB inh = inhibitors of Klebsiella pneumoniae PriA binding to SSB C-terminal tail, primary screen, biochemical, AlphaScreen | inhibition, % at 33 µM | hit rate 0.6% among 430,000 | PriA–SSB C-terminal tail interaction (Klebsiella pneumoniae) | AlphaScreen SSBct-PriA binding, biotinylated peptide; in the data active means inhibition mostly above about 37%, no sharp cut-off; inactive means mostly below about 20%;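 further: plate controls were negative control peptide for no effect and reference peptide for full effect; strong numbers were not always called active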
# * marks the source's active call; other numbers are inactive results; ? = inconclusive; . = no result given; & = joins results of further samples. Unless noted, no stated cut-off is given here; in the data, active means inhibition above about 30%; inconclusive means no clear call, values can overlap the other calls; inactive means below that.
1) CN(CC(=O)Nc1cccc(F)c1)C(=O)c1ccccc1Cc1ccccc1
2) CCOc1ncccc1C(=O)OCc1c(F)cccc1Cl
3) COc1ccc(Oc2cn[nH]c2-c2ccc(OC)cc2O)cc1
4) CC(=O)c1cc(C#N)c(N2CCN(C)CC2)nc1C
5) CCOC(=O)c1oc2ccccc2c1NC(=O)c1ccco1
6) O=C(Nc1ccc(O)cc1)N1CCOCC1
7) Clc1cccc(Cc2c(-c3ccccc3)nc3c4ccccc4ccn23)c1
8) CCCCSc1nc2sc3c(c2c(=O)n1-c1ccccc1)CCN(C)C3
9) COc1cccc(OCc2cc(C(=O)N(Cc3ccccc3)CC3CC3)no2)c1
10) CCOc1ccccc1NC(=O)CCCCCN1C(=O)[C@@H]2Cc3ccccc3CN2C1=O
Assay by compound	1	2	3	4	5	6	7	8	9	10
3CLpro inhibitor	.	1	1	3	-4	6	.	-3	1	-2
BoNT-F LC inh	1	-13	-8	2	.	30	2	21	-6	6
PriA SSB inh	-13	-46	-10	-8	-12	0&0&0	.	-1	-66	-5
VHR inh abs	.	33	-7	18	4	5	.	20	-17	4
CCHF vOTU inh	11	0	10	-7	2	-6	-2	-11	14	4
Anthrax LF inh2	-4	-7	-4	-8	.	3	6	14	1	-2
BoNT-A LC inh2	0.2	-2.4	-2.5	-0.1	.	-0.9	1.1	52*	-0.5	-0.8
Rv3671c inh	1	-2	-1	-9	-10	1	.	-2	0	7
PrPC surface inh	4	0	9	-4	-11	2	7	-5	-2	6
MazEF act	3	-1	6	4	2	3	.	18	-4	4

11) CN1C(=O)/C(=C/c2ccccc2Cl)Sc2ccc(C(=O)NCc3cccnc3)cc21
12) O=C(c1cc(C(=O)c2ccco2)cc(C(=O)c2ccco2)c1)c1ccco1
13) C=CCn1c(O)c(C=NCCN(C)C)c(=O)[nH]c1=O
14) CCOC(=O)c1c(NC(=O)CC2SC(N)=NC2=O)sc2c1CCC(C)C2 (centres undefined)
15) CCCCNC(=O)c1[nH]c(C)c(C(C)=O)c1C
16) CCOc1ccc(C2CC(c3ccc(CC)cc3)Nc3nc(N)nn32)cc1 (centres undefined)
17) O=C(N/N=C/c1cccnc1)c1cccc(NC(=O)c2ccc(Cl)cc2)c1
18) COc1cc(-c2coc3c(C(=O)NCc4ccc(N(C)C)cc4)cccc23)ccc1O
19) COCCNC(=O)C1CC2Cn3c(nc4cc5ccccc5cc43)C2N1C (centres undefined)
20) CSc1ncccc1C(=O)OCC(=O)N(C)Cc1ccc(C)cc1
Assay by compound	11	12	13	14	15	16	17	18	19	20
3CLpro inhibitor	0	-3	0	1	-2	3	3	.	.	.
BoNT-F LC inh	1	1	-8	7	2	2	-3	-1	-4	2
PriA SSB inh	-2	-1	-9	.	2	-6	.	.	1	.
VHR inh abs	23	-3	2	-5	-5	-10	60	.	26	.
CCHF vOTU inh	-4	-11	7	-13	0	2	.	1	-4	-18
Anthrax LF inh2	2	1	-6	1	-2	-5	-1	2	-9	-1
BoNT-A LC inh2	0.1	0.8	0.2	0.4	0.0	-0.9	-1.1	-0.3	-0.7	-0.2
Rv3671c inh	-25	-4	-14	-27	-7	11	-15	.	11	.
PrPC surface inh	-12	-4	1	2	-5	-2	.	2	-10	-2
MazEF act	23	-14	-14	-28	7	7	14	.	1	6

# Three entries already listed, sorted by heavy-atom count, smallest number first.
6) O=C(Nc1ccc(O)cc1)N1CCOCC1
3) COc1ccc(Oc2cn[nH]c2-c2ccc(OC)cc2O)cc1
16) CCOc1ccc(C2CC(c3ccc(CC)cc3)Nc3nc(N)nn32)cc1 (centres undefined)
Assay by compound	6	3	16
3CLpro inhibitor	6	1	3
BoNT-F LC inh	30	-8	2
PriA SSB inh	0&0&0	-10	-6
VHR inh abs	5	-7	-10
CCHF vOTU inh	-6	10	2
Anthrax LF inh2	3	-4	-5
BoNT-A LC inh2	-0.9	-2.5	-0.9
Rv3671c inh	1	-1	11
PrPC surface inh	2	9	-2
MazEF act	3	6	7

# New compounds follow.
21) Cc1noc(C)c1NC(=O)N(C)C[C@@H]1OCc2cnnn2CCCC(=O)N([C@@H](C)CO)C[C@H]1C
22) CCCCN1C(=N)N([C@@H](C)CN2CCC[C@H]2CN2C(N)=NC[C@@H]2Cc2ccccc2)C[C@H]1Cc1ccccc1
23) NC1=NC2CS(=O)(=O)CC2S1 (centres undefined)
24) COc1ccc(NC(=O)c2cc(C3CCCCN3C(=O)C3CC3)on2)c(C)c1 (centres undefined)
25) CC(=O)Cn1c(=O)c2c(nc3n2CCCN3Cc2ccccc2)n(C)c1=O
26) Cn1c(O)c(C=NCc2ccco2)c(=O)n(C)c1=O
27) O=C(CCc1nc2ccccc2c(=O)[nH]1)NC1CCN(Cc2ccccc2)CC1
28) O=C(NC(=S)Nc1ncccn1)c1ccc(Cl)cc1Cl
29) COc1ccc(S(=O)(=O)N2CCN(C(=O)N(C)C)C2C)cc1 (centres undefined)
30) C#C[C@]1(O)CC[C@H]2[C@@H]3[C@H](O)C[C@H]4C[C@@H](O)CC[C@]4(C)[C@H]3CC[C@@]21C
Assay by compound	21	22	23	24	25	26	27	28	29	30
3CLpro inhibitor	.	.	-2	.	5	-4	6	-2	-7	.
BoNT-F LC inh	1	-9	16	0	-4	4	4	-3	2	5
PriA SSB inh	.	0	-10	.	-4	-1	-14	8	-11	.
VHR inh abs	.	.	13	.	11	-17	27	29	26	.
CCHF vOTU inh	3	1	-11	2	1	7	3	10	16	-2
Anthrax LF inh2	7	-1	2	1	-5	1	5	-2	2	1
BoNT-A LC inh2	-0.2	-0.2	2.5	-0.1	0.1	0.5	1.6	-0.8	-2.1	0.1
Rv3671c inh	.	-5	-5	.	4	13	-10	2	-7	.
PrPC surface inh	0	2	2	10	24	0	-4	5	-5	7
MazEF act	4	21	0	.	2	2	8	4	10	-11

31) CCOC(=O)c1[nH]cnc1C(=O)NC1CCCCC1
32) COc1ccccc1Cn1c(SCC#N)nc2cc(C(=O)N3CCC4(CC3)OCCO4)ccc2c1=O
33) CSc1nsc(/C=C/Nc2ccc(C)c(C)c2)c1C#N
34) CCOC(=O)/C(C#N)=C1/C(=O)N(Cc2ccccc2)c2ccccc21
35) COc1cc(/C=N/NC(=O)c2nnn(-c3nonc3N)c2-c2cccs2)ccc1O
36) COc1cc(/C=N/NC(=O)CN2CCCCC2)ccc1OCc1ccc(Br)cc1
37) CCCn1c(NC(=O)c2ccc(F)cc2)nc2ccccc21
38) Cc1cccc(OCC(=O)OCC(=O)N2CCCc3ccccc32)c1C
39) O=C(Cc1nc(=O)c2ccccc2s1)Nc1ccccc1
40) CC1=C(C(=O)Nc2cc(C)ccn2)C(c2cnn(C)c2)C2=C(CC(c3ccccc3)CC2=O)N1 (centres undefined)
Assay by compound	31	32	33	34	35	36	37	38	39	40
3CLpro inhibitor	9	-1	6	6	-1	2	2	.	-5	-7
BoNT-F LC inh	1	-6	-2	-3	-1	1	-16	-2	11	-14
PriA SSB inh	-22	-18	-3	3	.	.	7	-15	0	-10
VHR inh abs	27	22	-3	21	4	2	30	.	18	-5
CCHF vOTU inh	-31	5	5	-9	14	1	-6	25	-3	-27
Anthrax LF inh2	-1	-6	0	5	3	0	-7	2	-11	1
BoNT-A LC inh2	-0.7	-0.8	5.9	0.3	-0.5	0.1	-1.0	3.0	9.7	-1.4
Rv3671c inh	0	-1	4	.	-2	-2	6	-8	-19	5
PrPC surface inh	-3	12	-1	-7	7	0	-1	4	-2	-4
MazEF act	-1	10	-33	4	14	2	7	-3	34	8

# Six entries drawn at random from those above, as already listed:
31) CCOC(=O)c1[nH]cnc1C(=O)NC1CCCCC1
38) Cc1cccc(OCC(=O)OCC(=O)N2CCCc3ccccc32)c1C
40) CC1=C(C(=O)Nc2cc(C)ccn2)C(c2cnn(C)c2)C2=C(CC(c3ccccc3)CC2=O)N1 (centres undefined)
32) COc1ccccc1Cn1c(SCC#N)nc2cc(C(=O)N3CCC4(CC3)OCCO4)ccc2c1=O
36) COc1cc(/C=N/NC(=O)CN2CCCCC2)ccc1OCc1ccc(Br)cc1
37) CCCn1c(NC(=O)c2ccc(F)cc2)nc2ccccc21
Assay by compound	31	38	40	32	36	37
3CLpro inhibitor	9	.	-7	-1	2	2
BoNT-F LC inh	1	-2	-14	-6	1	-16
PriA SSB inh	-22	-15	-10	-18	.	7
VHR inh abs	27	.	-5	22	2	30
CCHF vOTU inh	-31	25	-27	5	1	-6
Anthrax LF inh2	-1	2	1	-6	0	-7
BoNT-A LC inh2	-0.7	3.0	-1.4	-0.8	0.1	-1.0
Rv3671c inh	0	-8	5	-1	-2	6
PrPC surface inh	-3	4	-4	12	0	-1
MazEF act	-1	-3	8	10	2	7

# Remaining list, next part.
41) COCCn1c(SCC(=O)NC2CCCCC2C)nc2ccccc2c1=O (centres undefined)
42) Cc1onc(-c2c(F)cccc2Cl)c1C(=O)Nc1cccc(S(=O)(=O)NC2=NCCC2)c1
43) O=C(NNC(=O)c1cc(Br)ccc1Cl)c1csc(N2CCOCC2)n1
44) COc1ccccc1/C=N/NC(=O)c1nnn(-c2nonc2N)c1-c1ccccc1
45) COc1ccc(-c2nc(CS(=O)CC(=O)NC3CCCCC3C)c(C)o2)cc1 (centres undefined)
46) CCCOc1ccc(-c2nn(-c3ccccc3)cc2/C=C2\SC(N)=NC2=O)cc1
47) O=C(CCC(=O)N1CCSc2ccccc21)Nc1cccc(F)c1
48) Cc1ccc(Nc2nc(N)c3ccccc3n2)cc1C
Assay by compound	41	42	43	44	45	46	47	48
3CLpro inhibitor	-1	.	0	0	6	-3	1	2
BoNT-F LC inh	-13	13	12	-3	-3	1	0	?
PriA SSB inh	-5	-3	-6	.	-5	.	-3	-4
VHR inh abs	12	.	-14	10	2	0	13	17
CCHF vOTU inh	5	-5	-7	2	12	0	15	16
Anthrax LF inh2	1	-3	-2	4	-2	0	2	-4
BoNT-A LC inh2	-3.2	0.8	0.6	-0.5	-0.1	-0.1	-0.1	-5.8
Rv3671c inh	-7	1	1	-5	-2	1	-6	.
PrPC surface inh	-2	-5	-3	-4	1	14	-2	6
MazEF act	-1	0	-1	4	3	-60	3	21

# Some values from above.
# COCCn1c(SCC(=O)NC2CCCCC2C)nc2ccccc2c1=O (centres undefined) @ Rv3671c inh: -7
# COc1ccccc1/C=N/NC(=O)c1nnn(-c2nonc2N)c1-c1ccccc1 @ Anthrax LF inh2: 4
# O=C(NNC(=O)c1cc(Br)ccc1Cl)c1csc(N2CCOCC2)n1 @ VHR inh abs: -14
# Cc1onc(-c2c(F)cccc2Cl)c1C(=O)Nc1cccc(S(=O)(=O)NC2=NCCC2)c1 @ Anthrax LF inh2: -3

# An excerpt. The share of hits here may be higher or lower than overall.
